Source: PubChem BioAssay (several laboratories)
DYRK1A inh: rat Dyrk1A kinase inhibitors, primary screen, biochemical, single point, plate reader; ADP-Glo luminescence, NFATc1 peptide; inhibition, % at 12.5 µM; 310,000 tested, 0.43% active; AID 504441, 2011; Dual specificity tyrosine-phosphorylation-regulated kinase 1A (Rattus norvegicus), Q63470; in the data active means inhibition above about 50%;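 further: plate controls were vehicle with enzyme for no effect and no enzyme for full effect; many of its hits are not listed in these tables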
KCNK3 inh: human KCNK3 channel inhibitors, primary screen, CHO cells, FluxOR thallium flux, B-score; Potassium channel subfamily K member 3 (Homo sapiens), O14649; FluxOR fluorescence; active compounds read low; B-score at 10 µM; 340,000 tested, 0.84% active; AID 602410, 2012;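 active means B-score under library mean minus 4 SD, starting fluorescence ratio at most library mean plus 5 SD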;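 further: more negative B-score means stronger inhibition of thallium flux through KCNK3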
Target sequence (O14649 whole entry, looked up): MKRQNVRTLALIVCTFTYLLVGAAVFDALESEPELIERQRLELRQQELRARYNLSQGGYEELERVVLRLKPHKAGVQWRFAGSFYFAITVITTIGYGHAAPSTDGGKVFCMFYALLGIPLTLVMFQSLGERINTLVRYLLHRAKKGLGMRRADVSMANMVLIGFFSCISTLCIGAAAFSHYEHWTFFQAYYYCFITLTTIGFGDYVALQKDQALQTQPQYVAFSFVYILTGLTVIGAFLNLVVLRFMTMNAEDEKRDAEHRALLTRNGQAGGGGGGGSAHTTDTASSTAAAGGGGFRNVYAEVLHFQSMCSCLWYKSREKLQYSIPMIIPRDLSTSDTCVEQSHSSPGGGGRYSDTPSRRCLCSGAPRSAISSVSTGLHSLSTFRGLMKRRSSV
* marks the source's active call; other numbers are inactive results; i = inactive. These rows are one share of the data. The share of hits here may be higher or lower than overall.

entry | SMILES | DYRK1A inh | KCNK3 inh
1 | CC(C)(C)OC(=O)NCCCC[C@@H](C(=O)NCCCCCCCCCCC(=O)N1CCN(C(=O)OC(C)(C)C)CC1)n1cc(CCCC(=O)O)nn1 | -5 | i
2 | CC(=O)Nc1c(Cl)c(Cl)c2c(c1Cl)C(=O)c1cc(Cl)ccc1-2 | -3 | i
3 | O=C(COc1ccccc1[N+](=O)[O-])NCCCN1CCCC1=O | -4 | i
4 | Cc1cc(C)c(NC(=O)c2ccc3c(c2)NC(=O)C(C)S3)c(C)c1 (stereo not drawn) | 4 | i
5 | CCCCCn1c(SCC(=O)c2ccccc2)nc2cc(C(=O)NCc3ccco3)ccc2c1=O | -5 | i
6 | Cc1cc(Cl)ccc1OCCCC(=O)OCC(=O)Nc1cccc(S(N)(=O)=O)c1 | 5 | i
7 | CCC[C@@H]1C[C@@H](C(=O)N[C@H]([C@@H](C)O)[C@H]2O[C@H](SC)[C@H](O)[C@@H](O)C2O)N(C)C1 (stereo partly drawn) | -11 | i
8 | O=C(Nc1cccc(S(=O)(=O)N2CCOCC2)c1)C1CCCC1 | -3 | i
9 | Cc1cc(C)c(C2=CC(=O)C[C@H](c3ccc4c(c3)OCO4)C2)c(C)c1 | -5 | i
10 | CC(=O)c1cccc(OC(=O)C2=CC=CN3CCS(=O)(=O)N=C23)c1 | 10 | i
11 | CCCCNc1c(-c2ccc(SC3CCCCC3)c(OC)c2)nc2ccc(C)cn12 | -5 | i
12 | Cc1cccc(OCC(=O)NNC(=O)c2ccc3nc[nH]c3c2)c1 | 10 | i
13 | CCCc1ccc(S(=O)(=O)N2CCN(C(C)C(=O)NCc3ccccc3)CC2)cc1 (stereo not drawn) | 4 | i
14 | Cc1nc(SCC(=O)N2CCCCCC2)c2c(=O)n(C)c(=O)n(CC(C)C)c2n1 | 15 | i
15 | COc1cccc([C@@H]2CC=C(C(=O)O)[C@H](c3ccc(Br)cc3)N2S(=O)(=O)c2ccc(C)cc2)c1 | -6 | i
16 | C[C@H]1[C@H](NC(=O)C(=NOC(C)(C)C(=O)O)c2csc(N)n2)C(=O)N1S(=O)(=O)O | 6 | i
17 | CCOC(=O)[C@H]1[C@H]2COc3ccc(OC)cc3[C@@H]2N2C(=O)CN(C)C(=O)[C@@]12C | -3 | i
18 | Cc1cccc(C)c1OCC(=O)NNC(=O)CNC(=O)c1ccc(OC(F)F)cc1 | 11 | i
19 | O=C(CNC(=O)c1ccc(Br)o1)NNC(=O)c1ccc(Cl)cc1 | 5 | i
20 | CCOC(=O)c1c(N2C(=O)Nc3cc(Cl)c(Cl)cc3N2O)sc2c1CCCCC2 | -16 | i
21 | Oc1ccc(/C=N/N=C(c2ccccc2)c2ccccc2)c(O)c1O | -4 | i
22 | CCC1Nc2ncnc(N3CCCCC3)c2N(Cc2ccc(OC)cc2)C1=O (stereo not drawn) | 2 | i
23 | CC(C)COc1cccc(C(=O)N2CCN(C(=O)c3ccco3)CC2)c1 | -2 | i
24 | CCN1C[C@@H]2[C@@H]3C(=O)N(Cc4ccccc4)C(=O)[C@@H]3[C@](Cc3ccccc3)(C1=O)N2C(=O)c1ccc(C(C)(C)C)cc1 | -8 | i
25 | Cn1c(=O)[nH]c2c(c(C(=O)O)nn2C)c1=O | 0 | i
26 | COCCCN(C(=O)C1CCCCC1)c1c(N)n(Cc2ccccc2)c(=O)[nH]c1=O | 7 | i
27 | N#Cc1cc2c(nc1SC1CC(=O)N(c3ccccc3)C1=O)CCC2 (stereo not drawn) | -4 | i
28 | COc1cccc(NC(=O)CN(C)C(=O)CCCc2c[nH]c3ccccc23)c1 | -3 | i
29 | COc1cc(C(=O)OCC(=O)Nc2ccc(S(=O)(=O)N3CCCC3)cc2)cc(OC)c1OC | -3 | i
30 | CCOC(=O)C1CCCN(Cc2cc(Br)ccc2OC)C1 (stereo not drawn) | 1 | i
31 | CC1CC(C)CN(C(=O)COC(=O)c2ccc(N3CCCC3=O)cc2)C1 (stereo not drawn) | -3 | i
32 | COc1ccc(S(=O)(=O)N2CCCCCC2)cc1C(=O)Nc1cc(C)ccn1 | 8 | i
33 | NC(=O)c1ccsc1NC(=O)CN1C(=O)NC2(CCCC2)C1=O | 0 | i
34 | COCCN(C(=O)CNC(=O)c1cccs1)C(C(=O)NC1CCCCC1)c1ccco1 (stereo not drawn) | -4 | i
35 | COc1cccc(NC(=O)CN(C)C(=O)c2ccc3c(c2)C(=O)N(CCC(C)C)C3=O)c1 | -4 | i
36 | COCCNC(=O)[C@@H]1CCCN1S(=O)(=O)c1cccc2cccnc12 | 2 | i
37 | Cn1c(=O)[nH]c(=O)c2[nH]c(N(Cc3ccccc3)Cc3ccccc3)nc21 | 1 | i
38 | O=C(NNC(=O)c1ccc(=O)[nH]c1)c1ccc(NS(=O)(=O)c2cccs2)cc1 | 2 | i
39 | C#CCOCCOCCOCCNc1nc(N2CCN(C(=O)[C@H]([C@@H](C)CC)n3cc([C@@H](N)Cc4ccc(O)cc4)nn3)CC2)nc(N2CCN(C(=O)[C@H](Cc3cc4ccccc4[nH]3)n3cc([C@@H](N)CC(C)C)nn3)CC2)n1 | 10 | i
40 | OC(Cc1ccncc1)c1ccccc1Cl (stereo not drawn) | 8 | i
41 | CCOC(=O)c1c(C)[nH]c(C(=O)OCC(=O)NCc2ccc(F)cc2)c1C | 2 | i
42 | CCN(C[C@H]1N[C@@](C)(C(=O)OC)[C@H]2C(=O)N(C)C(=O)[C@@H]12)C(=O)Nc1ccc(C(F)(F)F)cc1 | -1 | i
43 | O=C(OCC#CCSc1nnc(-c2ccncc2)o1)c1sc2ccccc2c1Cl | -3 | i
44 | COc1cc(CNC(=O)c2cc(C(=O)NCc3cc(OC)cc(OC)c3)n(C)n2)cc(OC)c1 | -1 | i
45 | Cc1cc(C)n2nc(SCC(=O)N3CCC(C(=O)O)CC3)nc2n1 | -4 | i
46 | O=[N+]([O-])c1ccc(NN=C(c2ccccc2)c2ccccc2)nc1 | 2 | i
47 | COC(=O)C1=C(C)N(Cc2ccccc2)C(=NCCCOC(C)C)N[C@H]1c1ccccc1 | -7 | i
48 | COc1cc(OC)cc(-c2c(-c3ccc(F)cc3)c3cc(Br)ccc3n2C)c1 | 8 | i

Reprinted from the part before: 5 entries, then new ones.
entry | SMILES | DYRK1A inh | KCNK3 inh
44 | COc1cc(CNC(=O)c2cc(C(=O)NCc3cc(OC)cc(OC)c3)n(C)n2)cc(OC)c1 | -1 | i
45 | Cc1cc(C)n2nc(SCC(=O)N3CCC(C(=O)O)CC3)nc2n1 | -4 | i
46 | O=[N+]([O-])c1ccc(NN=C(c2ccccc2)c2ccccc2)nc1 | 2 | i
47 | COC(=O)C1=C(C)N(Cc2ccccc2)C(=NCCCOC(C)C)N[C@H]1c1ccccc1 | -7 | i
48 | COc1cc(OC)cc(-c2c(-c3ccc(F)cc3)c3cc(Br)ccc3n2C)c1 | 8 | i
49 | CCN(CC(=O)Nc1ccc(OC)cc1)C(=O)c1ccc2[nH]c3c(c2c1)CC(C)CC3 (stereo not drawn) | 0 | i
50 | CCOC(=O)[C@H]1[C@H]2COc3ccc(C)cc3[C@@H]2N2C(=O)CN(Cc3ccc(F)cc3)C(=O)[C@@]12C | 6 | i
51 | Cc1ccc(C)c(SCC(=O)Nc2cc(S(=O)(=O)N3CCOCC3)ccc2C)c1 | 1 | i
52 | CCOC(=O)C1CC2=C(CCCC2=O)NC1=O (stereo not drawn) | -2 | i
53 | COc1ccc(S(=O)(=O)N2CCCCC2)cc1NC(=O)CNc1ccc(F)cc1C | -3 | i
54 | CCC(CO)Oc1cc(NC(=O)c2cccc([N+](=O)[O-])c2)c2ncn(C(C)C)c2c1 (stereo not drawn) | 13 | i
55 | N#Cc1c(/N=C/c2ccc(Br)s2)sc2c1CCC2 | -5 | i
56 | C[C@H](CO)N1C[C@H](C)[C@@H](CN(C)C(=O)Nc2ccccc2)Oc2ccc(NS(=O)(=O)c3ccc(F)cc3)cc2C1=O | -1 | i
57 | COC(=O)[C@@]1(C)[C@H]2C(=O)N(Cc3ccccc3)C(=O)[C@H]2[C@H]2CN=C(SCc3ccc(Cl)cc3)N21 | -1 | i
58 | COc1cc(N)c2ncccc2c1Cl | 4 | i
59 | CC(=O)NC(C)c1cc(Cl)c2cccnc2c1O (stereo not drawn) | 1 | i
60 | C#CCOCCOCCOCCNc1nc(N2CCN(C(=O)CCCCCCCCCCNC(=O)[C@H](CO)n3cc(CCCSC)nn3)CC2)nc(N2CCN(C(=O)CCCCCCCCCCNC(=O)[C@H](CCCCN)n3cc(CCO)nn3)CC2)n1 | 11 | i

A different layout for some results above:
(58) COc1cc(N)c2ncccc2c1Cl
  DYRK1A inh: 4
  KCNK3 inh: i

(59) CC(=O)NC(C)c1cc(Cl)c2cccnc2c1O (stereo not drawn)
  DYRK1A inh: 1
  KCNK3 inh: i

(60) C#CCOCCOCCOCCNc1nc(N2CCN(C(=O)CCCCCCCCCCNC(=O)[C@H](CO)n3cc(CCCSC)nn3)CC2)nc(N2CCN(C(=O)CCCCCCCCCCNC(=O)[C@H](CCCCN)n3cc(CCO)nn3)CC2)n1
  DYRK1A inh: 11
  KCNK3 inh: i

Next compounds follow.
entry | SMILES | DYRK1A inh | KCNK3 inh
61 | COc1ccccc1CNS(=O)(=O)CCNCc1ccco1 | 5 | i
62 | Cc1ccc(S(=O)(=O)N2CCOCC2)cc1NC(=O)CSCc1c(C)noc1C | -2 | i
63 | COc1ccccc1-c1nnc(SCC(=O)NC2CCCCC2)n1N | -6 | i
64 | COc1ccc(S(=O)(=O)Nc2cccc3c2O[C@H](CN(C)CC2CCCCC2)[C@@H](C)CN([C@H](C)CO)C3=O)cc1 | 10 | i
65 | CCOc1ccc(S(=O)(=O)Nc2ccc(C(=O)NCc3ccncc3)cc2)cc1 | -4 | i
66 | O=C(CSc1nc(-c2ccccc2)cs1)NCCCN1CCCC1=O | 5 | i
67 | C[C@H]1CN(S(=O)(=O)c2c(F)cccc2F)CCN1S(=O)(=O)c1ccc2c(c1)OCCO2 | 5 | i
68 | NC(=O)C1C2CCC(C2)C1C(N)=O (stereo not drawn) | -2 | i
69 | O=c1cc(-c2ccccc2)oc2ccccc12 | 0 | i
70 | O=C(COC(=O)c1ccc(S(=O)(=O)NCc2ccco2)cc1)NCc1ccccc1 | 1 | i
71 | CC1=C(CC(=O)O)c2cc(F)ccc2C1=Cc1ccc(S(C)(=O)=O)cc1 | 5 | i
72 | O=c1c(Br)ccc(Br)cc1Br | -1 | i
73 | COc1ccc2oc(=O)c(/C(C)=N/NC(=O)c3ccncc3)cc2c1 | 25 | i
74 | CC(C)(C)OC(=O)NCCCCCNC(=O)c1nc[nH]c1C(=O)NCCCCCNC(=O)OC(C)(C)C | 5 | i
75 | CC(C)(C)c1ccc(C(=O)NCC(=O)OCC(=O)N2CCCC2)cc1 | -5 | i
76 | CCc1sc(C(=O)Nc2nc(-c3ccccn3)cs2)cc1C | 22 | i
77 | Clc1ccc2oc(-c3ccccc3)cc(=NCCCN3CCOCC3)c2c1 | 4 | i
78 | O=C(/C=C/c1ccc(S(=O)(=O)N2CCOCC2)cc1)NC(CO)C(O)c1ccc([N+](=O)[O-])cc1 (stereo not drawn) | -2 | i
79 | Cc1ccc2c(c1)[C@H]1[C@H](CO2)[C@H](c2ccccc2)[C@]2(C)C(=O)Nc3ccc(Br)cc3C(=O)N12 | -2 | i
80 | CCOC(=O)C1CCCN(C(=O)c2sc3nc4n(c(=O)c3c2C)CCC4)C1 (stereo not drawn) | 0 | i
81 | COc1ccc(C(CNC(=O)CNC(=O)c2ccccc2)N2CCCC2)cc1 (stereo not drawn) | 2 | i
82 | CC[C@@]1(C(=O)OC)N[C@H](CN(C)C(=O)c2ccccc2)[C@@H]2C(=O)N(Cc3ccccc3)C(=O)[C@@H]21 | -4 | i
83 | COc1ccc(Cl)cc1NC(=O)CCN1C(=O)NC(C)(C)C1=O | -1 | i
84 | O=c1cc(-c2ccc(C(F)(F)F)cc2)oc2ccccc12 | 6 | i
85 | Cc1ccc2c(c1)sc1nc(=O)n(-c3ccc(Cl)c(Cl)c3)c(=O)n12 | -4 | i
86 | CSCCC(C(=O)N(C)CC(=O)Nc1cccc(F)c1)N1C(=O)c2ccccc2C1=O (stereo not drawn) | 10 | i
87 | C#CCOCCOCCOCCNc1nc(N2CCN(C(=O)[C@H](CC(N)=O)n3cc(C(N)[C@@H](C)CC)nn3)CC2)nc(N2CCN(C(=O)[C@H](CCCCN)n3cc([C@@H](N)CC(N)=O)nn3)CC2)n1 (stereo partly drawn) | 11 | i
88 | COc1ccc(Br)cc1C1NC(=O)c2c(sc3c2CCN(C)C3)N1 (stereo not drawn) | 2 | i
89 | O=C(CN1C(=O)NC(CCc2ccccc2)C1=O)N1CCCCCC1 (stereo not drawn) | -2 | i
90 | COc1ccccc1NC(=O)C1CCN(S(=O)(=O)c2cccs2)CC1 | 8 | i
91 | C=CCN1C(=O)c2ccc(C(=O)OCC(=O)N(CC)C3CCS(=O)(=O)C3)cc2C1=O (stereo not drawn) | -1 | i
92 | COc1ccc(C=NNC(=O)c2cc(C)oc2C)cc1O | 11 | i
93 | O=[N+]([O-])c1ccc(-c2c(-c3ccccc3)ncc3cc(F)ccc23)cc1 | 12 | i
94 | O=c1cc(S(=O)(=O)Cc2ccccc2)[nH]c(=O)[nH]1 | 3 | i
95 | Cn1c(CCC(N)=O)nnc1SCC(=O)Nc1ccccc1C(=O)NC1CC1 | 1 | i
96 | Fc1ccccc1-c1cc2ccccc2cn1 | 7 | i
97 | CC(=O)c1ccc(OCCCC(=O)Nc2ccc(Cl)c(S(=O)(=O)N3CCOCC3)c2)cc1 | 5 | i
98 | COc1cc(O)c(C(C)=O)c(OC)c1 | -12 | i
99 | CCN(C[C@H]1N[C@@](CC)(C(=O)OC)[C@H]2C(=O)N(Cc3ccccc3)C(=O)[C@@H]12)C(=O)COC | -2 | i
100 | CCc1noc(C)c1C(=O)OC(C)C(=O)Nc1ccc2c(c1)OCO2 (stereo not drawn) | -2 | i
101 | O=C(NC1=NCCS1)C1CCN(S(=O)(=O)c2ccc(Cl)cc2)CC1 | -3 | i
